High-throughput results: PubChem, National Center for Advancing Translational Sciences (NCATS)
EPAC2 antagonist – antagonists of human EPAC2 | hit rate 0.18% among 360,000 | Potency, µM (doses to about 114 µM), inactives show at the highest dose activity, negative = inhibition, hits mostly inhibitors | Q8WZA2 | EPAC2 GEF exchange of Rap1B-BODIPY-GDP, fluorescence; also: potency is read from the fitted curve at half-maximal effect; % is scaled to controls: 0 for no effect and ±100 for the full control effect; nearly all actives have a fitted effect of over 45% in size; many of its hits are not listed in these tables
Target sequence (Q8WZA2 whole entry, looked up): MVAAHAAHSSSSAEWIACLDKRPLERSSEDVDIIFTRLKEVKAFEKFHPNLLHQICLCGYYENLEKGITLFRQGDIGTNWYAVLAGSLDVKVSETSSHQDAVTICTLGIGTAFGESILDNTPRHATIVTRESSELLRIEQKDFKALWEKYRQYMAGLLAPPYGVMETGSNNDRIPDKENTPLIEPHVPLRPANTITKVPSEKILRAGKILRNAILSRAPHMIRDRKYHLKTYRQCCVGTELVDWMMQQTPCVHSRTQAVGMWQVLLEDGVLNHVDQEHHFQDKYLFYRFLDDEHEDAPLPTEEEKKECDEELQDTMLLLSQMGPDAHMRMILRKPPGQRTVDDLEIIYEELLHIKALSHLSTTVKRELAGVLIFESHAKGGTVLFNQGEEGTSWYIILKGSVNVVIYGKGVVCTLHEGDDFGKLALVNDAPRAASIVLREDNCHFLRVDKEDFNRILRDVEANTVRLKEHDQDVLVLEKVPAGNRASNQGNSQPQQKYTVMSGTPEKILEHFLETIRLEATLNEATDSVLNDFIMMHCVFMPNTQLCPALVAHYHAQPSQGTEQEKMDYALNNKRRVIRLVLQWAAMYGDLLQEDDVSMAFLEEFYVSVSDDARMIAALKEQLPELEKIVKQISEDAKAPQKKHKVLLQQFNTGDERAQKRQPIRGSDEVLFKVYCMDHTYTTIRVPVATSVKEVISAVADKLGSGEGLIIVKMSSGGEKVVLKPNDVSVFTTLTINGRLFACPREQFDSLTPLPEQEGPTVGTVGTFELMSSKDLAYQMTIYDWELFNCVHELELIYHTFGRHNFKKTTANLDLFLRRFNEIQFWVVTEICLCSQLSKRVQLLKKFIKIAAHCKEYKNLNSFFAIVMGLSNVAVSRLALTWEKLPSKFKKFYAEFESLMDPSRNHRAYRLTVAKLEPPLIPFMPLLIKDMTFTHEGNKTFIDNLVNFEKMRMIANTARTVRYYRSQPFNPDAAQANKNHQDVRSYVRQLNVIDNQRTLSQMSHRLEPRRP
CCT chaperon mod – modulators of cytosolic chaperonin (CCT/TRiC) activity. hit rate 0.3% among 360,000. purified chaperonin ATPase assay, HTRF ADP detection, 30 min. activity change, % (test concentration not listed), hits read low; in the data active = activity change below about -30%; also: % is scaled to controls: 0 for no effect and ±100 for the full control effect
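First, chaperonin was dispensed at 40 nM or 20 nM final depending on batch activity. Next, compounds were pinned at 76 uM and ATP added at 10 uM. After 30 min at 37 °C, ADP detection reagents ran 30 min at ambient temperature.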
PTHR1 agonist – activates the human parathyroid hormone receptor PTHR1. hit rate 0.075% among 410,000. Potency, µM (series often up to 115 µM), inactives show at the top dose activation, hits mostly activators. HEK293 GP2 PTHR1 cells, GloSensor cAMP luminescence, 1 h; also: potency is read from the fitted curve at half-maximal effect; nearly all actives have a fitted effect of over 55% in size; some results filed as inactive show a strong effect at the top dose; inactives centre near -15; many of its hits are not listed in these tables
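HEK-293-derived GP2 cells expressing PTHR1 and a GloSensor cAMP reporter, 3,000/well, plated overnight, given luciferin plus IBMX (each 0.5 mM as added) for 1 h at 37 °C, then compound for 1 h at 37 °C. Luminescence was read after 15 min at room temperature.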
DRD3 antagonist – antagonists of human D3 dopamine receptor. P35462. D3R cells, DiscoveRx beta-arrestin luminescence, antagonist mode; active compounds read low. max response, negative = inhibition, %. hit rate 2.5% among 360,000. AID 652054; in the data active = max response below about -50%; inconclusive = no clear call, values can overlap the other calls; also: % is scaled to controls: 0 for no effect and ±100 for the full control effect; mostly tested at two doses, the higher about 12 µM
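Cells plated overnight at 1500 cells/well, then exposed to library compounds with dopamine controls for 90 minutes at 37 degrees C. DiscoveRx reagent added for 30–60 minutes at room temperature; luminescence read, quantitative HTS format.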
MmCpn inh – inhibitors of Methanococcus maripaludis chaperonin (MmCpn); purified Mm-Cpn ATPase, ADP Transcreener TR-FRET; Potency, µM (titrated, usually from 76.9 µM), for inactives: at the top dose activity, negative = inhibition, most hits filed as inhibitors; AID 504842; hit rate 0.031% among 330,000; also: potency is read from the fitted curve at half-maximal effect; % is scaled to controls: 0 for no effect and ±100 for the full control effect; nearly all actives have a fitted effect of over 80% in size
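Eu-cryptate anti-ADP/ADP-d2 competition gives a ratio inversely related to ADP. Enzyme at 25 nM was pre-exposed to compound for 10 min, then given 10 uM ATP for 30 min, 37°C throughout.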
EPAC2 agonist – agonists of human EPAC2 (RAPGEF4); Q8WZA2; EPAC2 activation, biochemical qHTS; response scale: 100% = 6.5 mM cAMP response; Potency, µM (highest dose often 154 µM), for inactives: top-dose activation, actives largely listed as activators; hit rate 0.079% among 360,000; AID 720711; also: potency is read from the fitted curve at half-maximal effect; nearly all actives have a fitted effect of over 50% in size
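Guanine nucleotide exchange by EPAC2 is measured as reduced fluorescence of BODIPY-GDP once it is released from 250 nM Rap1B. Plates are read kinetically for 30 min at room temperature; results are scaled to 6.5 mM cAMP.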
DRD3 agonist – agonists of human D3 dopamine receptor; P35462; hit rate 0.58% among 410,000; AID 652048; max activation, %; D3R DiscoveRx beta-arrestin cells, luminescence, 90 min; in the data active = max activation above about 30%; also: 0% is about no effect; mostly tested at two doses, the higher about 12 µM
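Cells at 1500/well, incubated overnight, then treated with pinned compounds (dopamine as control) for 90 min at 37 degrees C. DiscoveRx reagent added for 30 - 60 minutes at room temperature; luminescence read.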
pAkt inh – blocks phosphorylation of Akt; Neuro2A IGF-stimulated pAkt S473 HTRF, 20 min; active compounds read low; activity change, % for hits at 50 µM; hit rate 0.32% among 360,000; AID 651550; in the data active = activity change below about -80%; inconclusive = mostly about -51% to -80%; also: % is scaled to controls: 0 for no effect and ±100 for the full control effect
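Neuro2A cells in DMEM with 0.5% FBS, overnight at 37 deg C, given compound at single 50 µM final, then IGF (6 nM final) for 20 min at 37 deg C. Lysed; phospho-Akt Ser473 by HTRF after 24 h, 665/615 ratio.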
* hit, by the source's call; i = inactive; ? = inconclusive; . = no result given; & = joins results of further samples; [ ] = dose if it differs, or a comment. Unless noted, calls follow the shape of the dose curve; as a rule, active = well fitted curve in the direction sought with a large enough effect; inconclusive = small, poorly fitted or top-dose-only effect, or another doubt; inactive = no such curve, though single readings can be large; an effect the other way counts as inactive or inconclusive.

SMILES | EPAC2 antagonist | CCT chaperon mod | PTHR1 agonist | DRD3 antagonist | MmCpn inh | EPAC2 agonist | DRD3 agonist | pAkt inh
COc1cc(NC(=O)COc2ccccc2C)ccc1NC(=O)c1ccco1 | 1% | -3.2 | i | 5 | -4% | -4% | -1 | i
Cc1ccc([C@@H]2C[C@H]3[C@@H](CN2S(=O)(=O)c2ccc(C)cc2)C(=O)C[C@@H](c2ccc(Cl)cc2)N3S(=O)(=O)c2ccc(C)cc2)cc1 | 5% | -0.9 | -10% | 0 | . | 9% | 0 | i
COc1ccc([C@H]2Oc3cc(O)cc(O)c3C(=O)C2[C@@H]2C(=O)c3c(O)cc(O)cc3O[C@@H]2c2ccc(OC)cc2)cc1 (some centres not stated) | -12% | -0.6 | i | -10 | -4% | 22% | -3 | i
CCN(CC(=O)Nc1ccc(NC(C)=O)cc1)C(=O)c1cccc(N2C(=O)c3ccccc3C2=O)c1 | 2% | -0.2 | -8% | -7 | . | 3% | 4 | i
O=C(C[C@@H]1C/C=C\CCC(=O)OC[C@@H]2CCCN2C1=O)NCCO | 6% | 0.2 | -11% | 3 | 3% | 6% | -4 | i
CCn1cc([N+](=O)[O-])c(C(=O)N2CCOCC2)n1 | 1% | 1.9 | -13% | -6 | -5% | 1% | -3 | i
COc1ccc(C2C3=C(CCCC3=O)N(CC(=O)O)C3=C2C(=O)CCC3)cc1 | -3% | 1.3 | -29% | 84 | 2% | 0% | -3 | i
Oc1ccc(-c2cn3c(n2)SCC3)cc1 | -2% | -0.8 | -5%[57.5 µM] | -12 | 0% | 13% | -4 | i
COCCNC(=O)C1c2cc(OC)c(OC)cc2C(=O)N(C)C1c1cccnc1 (configuration not stated) | 3% | -3.7 | -27% | 9 | -1% | -2% | 3 | i
CN1CCN(Cc2nc3c(c(=O)n(C)c(=O)n3C)n2CCCc2ccccc2)CC1 | 12% | -0.2 | i | -52* | 1% | 2% | 1 | i
CCOc1ccc2cc(S(=O)(=O)N3CCN(C)CC3)ccc2c1 | 10% | 3.5 | 21% | -4 | -1% | -1% | -8 | i
Cc1cccc(C)c1NC(=O)CN1CCN(C(=O)CNC(=O)Cc2cccc3ccccc23)CC1 | 2% | -1.4 | -16% | -18 | . | -2% | -9 | i
Cc1c(C#N)c(O)n(C)c(=O)c1N=Nc1ccc(S(N)(=O)=O)cc1 | -17% | -2.1 | i | -17 | -2% | 19% | -7 | i
CC(Oc1ccc(Br)cc1)C(=O)NNC(=O)CCN1CCN(c2ccccc2)CC1 (configuration not stated) | -5% | -0.9 | -10% | -10 | 0% | -2% | 14 | i
O=C(NNC(=O)c1ccc(F)c(S(=O)(=O)N2CCOCC2)c1)c1ccc(Br)cc1 | 9% | -3.3 | -31%[inhibitor] | 5 | -1% | -8% | 0 | i
COC(=O)c1ccc(OCc2nc(N)nc(N3CCOCC3)n2)cc1 | 5% | 0.4 | -5%[57.5 µM] | -8 | -1% | 9% | 3 | i
O=C1CC(c2cc(F)ccc2F)c2cc3c(cc2N1)CCC3 (configuration not stated) | -3% | -3.3 | i | -13 | 2% | 4% | -22 | i
Cc1ccc(NC(=S)NCc2cccs2)cc1 | -4% | -1.6 | -13% | 36 | 0% | 16% | -1 | i
CC1CCN(C(=S)c2ccc(-c3ccc(Cl)cc3Cl)o2)CC1 | 2% | 1.0 | i | ? | 1% | 5% | -4 | i
COc1ccc(OC)c(C(=O)CSc2nc3ccccc3n2CC(=O)NC(C)(C)C)c1 | -5% | -10 | 9%[57.5 µM] | 19 | -5% | -4% | 5 | i
C/C(=N\Nc1ccc(C(=O)O)cc1)c1ccc2c(c1)Nc1ccccc1S2 | -15% | -0.1 | -26% | 11 | ? | 0% | 7 | i
CCc1ccc(NC(=O)COC(=O)/C=C/c2ccco2)cc1 | -1% | 0.2 | -4% | 0 | -1% | -5% | 1 | i
CCOC(=O)[C@]12CCCC=C1N(Cc1ccc(Cl)cc1Cl)C(=O)[C@H](CC(=O)NCCCN1CCCC1=O)C2 | 4% | 0.6 | i | 9 | . | 6% | 4 | i
Cc1ccccc1-c1nnc(SCCC(=O)N2CCOCC2)o1 | 1% | -3.6 | i | -1 | -10% | -7% | 0 | i
O=S(=O)(N/N=C\C=C\c1ccccc1)c1ccccc1 | -1% | -4.1 | -2%[57.5 µM] | -25 | . | 4% | -14 | i

More compounds follow:
SMILES | EPAC2 antagonist | CCT chaperon mod | PTHR1 agonist | DRD3 antagonist | MmCpn inh | EPAC2 agonist | DRD3 agonist | pAkt inh
COc1cc(C2C3=C(COC3=O)Oc3cc4c(cc32)OCO4)ccc1O (configuration not stated) | -6% | -2.9 | i | -11 | . | 5% | -11 | i
Cc1ccc(-c2c(C)c(-c3ccc(F)cc3)nc(N)c2C#N)o1 | 11% | -1.8 | i | -14 | -2% | -6% | 1 | i
CC1CCCCC1NC(=O)c1ccc(-n2cncn2)c([N+](=O)[O-])c1 (configuration not stated) | 19% | 0.9 | -11% | 1 | -1% | 4% | 3 | i
COc1ccc(OC)c(NC(=O)NC2CCCc3ccccc32)c1 (configuration not stated) | -4% | -0.7 | 3% | ? | ? | -4% | -7 | i
C=CCn1c(COc2ccc(F)cc2)nnc1SCC(=O)NC1CCS(=O)(=O)C1 (configuration not stated) | -4% | -5.0 | -17% | -12 | -1% | 5% | -5 | i
COc1cc2c(cc1OC)C(c1cccs1)N(C(=O)c1cccnc1)CC2 (configuration not stated) | -16% | 1.3 | i | -2 | -10% | -3% | 17 | i
Cn1cc(CCNCc2cn[nH]c2-c2ccc(-c3ccccc3)cc2)cn1 | 4% | -1.2 | i | -7 | 2% | -3% | -11 | i
CCC(=O)N1c2ccc(S(=O)(=O)NCCc3ccccc3)cc2CC1C (configuration not stated) | -10% | -1.2 | -22%&-35% | 6 | 2% | 5% | 6&5 | i
CC(Oc1ccc(Cl)cc1Cl)C(=O)OCn1nnc2ccccc2c1=O (configuration not stated) | -15% | 0.9 | ? | 3 | 0% | 7% | -6 | i
Cc1ccc(C)c2[nH]c(=O)c(CN(Cc3cccnc3)C(=S)NCc3ccco3)cc12 | 5% | -1.5 | -4% | 16 | -1% | 12% | 5 | i
CN1CCN(CCCNC(=O)c2cc3c(=O)n(C)c4ccccc4c3s2)CC1 | -9% | -0.2 | -16% | 19 | -1% | 4% | 3 | i
CC(=O)c1ccc(-c2nnc(CCC(=O)N(C)Cc3cccc4cnccc34)o2)s1 | 6% | -2.8 | -12% | -16 | -5% | 8% | -10 | i
Cc1nc(SCC(=O)Nc2c(C)n(C)n(-c3ccccc3)c2=O)[nH]c(=O)c1Cc1ccccc1 | 15% | 0.5 | 6%[57.5 µM] | 7 | 0% | 3% | 6 | i
CC1CCCC(C)N1C(=O)COC(=O)CNC(=O)C12CC3CC(CC(C3)C1)C2 (configuration not stated) | 17% | 2.0 | i | 7 | -2% | 3% | 3 | i
O=C1C=C(c2ccc(CO)cc2)C[C@@H](c2ccc3c(c2)OCO3)C1 | 5% | 0.3 | -23% | -51* | 0% | 11% | -27 | i
Cc1cccc(NC(=O)CSc2nc3nc4c(cc3c(=O)n2-c2ccccc2)CCCC4)c1 | -4% | 0.6 | -24% | -4 | ? | 13% | 3 | i
CCCCN(C)C1CCN(C(=S)Nc2ccc(OC)cc2)CC1 | 3% | 1.9 | i | 6 | 2% | 6% | -4 | i
C=CCN(CC=C)C(=S)NCCc1ccc(OC)c(OC)c1 | 1% | -2.3 | 0% | 4 | -1% | -8% | 3 | i
FC(F)(F)c1cc(C(F)(F)F)c2ccc(N3CCOCC3)nc2n1 | 3% | 2.0 | i | 12 | -1% | -12% | 5 | i
CCc1nnc2cccc(Cl)n12 | 9% | 0.5 | -24% | -11 | 0% | 4% | -3 | i
Cc1ccc(NCc2nnc(SCC(=O)N(Cc3ccccc3)C(C)(C)C)o2)c(C)c1 | -9% | -2.0 | i | 28 | -2% | -6% | 10 | i
O=S(=O)(Nc1ncccn1)c1ccc(F)cc1 | 2% | -1.0 | i | 3 | 2% | 1% | 1 | i
COc1cc(C(O)P(=O)(OCCC(C)C)c2ccc(N(C)C)cc2)cc(OC)c1OC (configuration not stated) | -4% | -0.1 | i | -14 | 0% | 11% | -5 | i
O=C(CN1C(=O)c2cccc3cccc(c23)C1=O)N1CCCCC1 | 5% | -14 | -10% | -20 | 0% | 0% | -1 | i
Cn1c(N2CCOCC2)c(C#N)c2ccccc21 | -15% | -0.1 | -16% | -4 | 1% | -2% | 3 | i

Later entries.
SMILES | EPAC2 antagonist | CCT chaperon mod | PTHR1 agonist | DRD3 antagonist | MmCpn inh | EPAC2 agonist | DRD3 agonist | pAkt inh
Brc1ccc(C2=CSC3=NCCN23)cc1 | 1% | -1.9 | i | 17 | 2% | -5% | 9 | i
O=C(CCCC(=O)NCc1ccccc1)NCc1ccccc1 | 15% | -0.5 | i | 11 | 1% | -6% | 1 | i
CCC(C)Nc1nc2c(c(=O)n(C)c(=O)n2C)n1Cc1ccc(Cl)cc1 (configuration not stated) | -12% | -2.5 | -20% | 6 | -1% | 7% | 1 | i
COc1ccc(-n2nnc3c(=O)n(CC(=O)N4CCC(Cc5ccccc5)CC4)cnc32)cc1 | 0% | -1.4 | -2% | -30 | -2% | 6% | -13 | i
COc1ccc(-n2ncc3c(=O)n(CC(=O)N4CCCc5ccccc54)cnc32)cc1 | -3% | -1.9 | -28%[57.5 µM] | 25 | 1% | 17% | 10 | ?
Cc1[nH]n(C(N)=S)c(=O)c1N=Nc1cccc(C(F)(F)F)c1 | 2% | -2.9 | -27% | -16 | -1% | -3% | 4 | i
O=C(Nc1ccc(Br)cn1)C1CCN(S(=O)(=O)c2cccs2)CC1 | 3% | -0.7 | -31%[inhibitor] | -19 | 1% | 3% | -1 | i

Pulled by structure from above (three):
SMILES | EPAC2 antagonist | CCT chaperon mod | PTHR1 agonist | DRD3 antagonist | MmCpn inh | EPAC2 agonist | DRD3 agonist | pAkt inh
Brc1ccc(C2=CSC3=NCCN23)cc1 | 1% | -1.9 | i | 17 | 2% | -5% | 9 | i
O=C(CCCC(=O)NCc1ccccc1)NCc1ccccc1 | 15% | -0.5 | i | 11 | 1% | -6% | 1 | i
CCC(C)Nc1nc2c(c(=O)n(C)c(=O)n2C)n1Cc1ccc(Cl)cc1 (configuration not stated) | -12% | -2.5 | -20% | 6 | -1% | 7% | 1 | i

An excerpt; rates above refer to the full screens.
